# PAX8 reporter = lowers PAX8-driven luciferase in RMG-I cells; RMG-I TPO-luciferase reporter, SteadyGlo, 24 h; 1.2% of 360,000 active; AID 652154; inhibition, % at 12.6 µM;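 active means mean replicate inhibition at least 60% with every replicate also reaching 60%; inconclusive means only one of the two criteria is met; inactive means mean below 60% and not all replicates reaching 60%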;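 further: luciferase light reporting Pax8 driven TPO promoter activity; plate controls were median of neutral control wells for no effect and mitoxantrone controls for full effect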
# EWS-Fli block = EWS/Fli transcriptional activity inhibition; A673 NR0B1-luciferase reporter, viability-normalised; inhibition, % at 12.6 µM; 0.67% of 350,000 active;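 active means mean inhibition of at least 50% after viability correction, with every replicate also passing that limit; inconclusive means mean reaches 50% but only one of two replicates passes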;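 further: firefly luciferase signal divided by Alamar Blue viability fluorescence both relative to DMSO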
# SIRT5 block = inhibitors of human sirtuin-5 desuccinylase; Q9NXA8; Purified SirT5, succinyl-peptide AMC, trypsin-coupled fluorescence; inhibition, % at 15 µM; 1.1% of 330,000 active; in the data active means inhibition above about 15%; inconclusive means no clear call, values can overlap the other calls
# Target sequence (Q9NXA8 whole entry, looked up): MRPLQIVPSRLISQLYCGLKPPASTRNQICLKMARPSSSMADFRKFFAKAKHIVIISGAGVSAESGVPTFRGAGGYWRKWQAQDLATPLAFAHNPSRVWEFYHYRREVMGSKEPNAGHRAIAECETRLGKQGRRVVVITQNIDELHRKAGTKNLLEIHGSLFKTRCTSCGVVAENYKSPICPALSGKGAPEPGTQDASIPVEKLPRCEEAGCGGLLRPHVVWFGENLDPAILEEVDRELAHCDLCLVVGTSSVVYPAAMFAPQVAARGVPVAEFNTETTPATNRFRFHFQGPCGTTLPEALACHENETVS
# ARNT TACC3 PPI = disruptors of human ARNT/TACC3 interaction. AlphaScreen His-ARNT PAS-B/GST-TACC3 binding, luminescence; TACC3 fragment carries E629A point mutation. Q9Y6A5. AID 623870. inhibition, % at 9.99 µM. 0.66% of 390,000 active;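 active means mean inhibition of replicates at least 50% and at least half of replicates each reaching 50%; inconclusive means half or more replicates reach 50% but mean below 50%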;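 further: 0% = complete ARNT plus TACC3 wells and 100% = ARNT alone without TACC3; many hits fall short of the cut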
# LGR2 antag = inhibitors of bursicon-induced Drosophila LGR2 receptor cAMP signaling. HEK293 LGR2, CRE-luciferase, bursicon-stimulated, 4 h. inhibition, % at 9.99 µM. 0.35% of 380,000 active. AID 720647;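 active means drop in luminescence signal, shown as inhibition above about 50% in the replicate tests, limit read from the data, passing the limit was not always enough; inconclusive means probably only some replicates passing the limit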;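 further: agonist challenge used bursicon conditioned medium at about half maximal strength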
# DENV2 CPE = protects cells from dengue virus 2 cytopathic effect | DENV2-infected cells, cytopathic effect rescue, plate reader | CPE inhibition, % at 9.99 µM | 1.7% of 350,000 active | AID 651640; in the data active means CPE inhibition above about 20%, passing the limit was not always enough; inconclusive means no clear call, values can overlap the other calls; tested in BHK-21 cells;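 further: 0% = median of neutral control wells and 100% = median of positive control wells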
# CASP6 VEID inh = blocks human caspase-6 cleavage activity; P55212; purified caspase-6, Z-VEID-R110 cleavage fluorescence; inhibition, % at 12.5 µM; 0.53% of 350,000 active;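 active means mean inhibition across replicates at least about 35%, with every replicate also reaching that limit, limit read from the data; inconclusive means only one of the two criteria met; inactive means neither criterion met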;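 further: 0% = median of neutral control wells and 100% = no fluorescence left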
# Target sequence (P55212 24-179 limits assumed): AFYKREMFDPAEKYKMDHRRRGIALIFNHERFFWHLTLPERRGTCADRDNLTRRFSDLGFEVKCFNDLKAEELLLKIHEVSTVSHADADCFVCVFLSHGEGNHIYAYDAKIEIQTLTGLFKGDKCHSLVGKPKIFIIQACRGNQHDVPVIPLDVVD
# Target sequence (P55212 194-293 limits assumed): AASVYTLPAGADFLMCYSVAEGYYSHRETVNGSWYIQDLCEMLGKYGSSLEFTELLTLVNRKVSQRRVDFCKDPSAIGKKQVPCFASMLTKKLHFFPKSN
# Starred values were filed as active, the others as inactive; ? = inconclusive; . = no result given.
# Preview, 2 compounds:
SMILES,PAX8 reporter,EWS-Fli block,SIRT5 block,ARNT TACC3 PPI,LGR2 antag,DENV2 CPE,CASP6 VEID inh
CO[C@@H]1CN(C)C(=O)c2cc(NC(=O)c3cc(C)on3)ccc2OC[C@@H](C)NC[C@H]1C,-16,-2,1,11,9,-1,.
CN(C)S(=O)(=O)c1cc(NC(=O)COC(=O)c2ccc3c(c2)OCO3)ccc1Cl,2,.,.,-17,16,.,.

# This part in full, from the start:
SMILES,PAX8 reporter,EWS-Fli block,SIRT5 block,ARNT TACC3 PPI,LGR2 antag,DENV2 CPE,CASP6 VEID inh
CO[C@@H]1CN(C)C(=O)c2cc(NC(=O)c3cc(C)on3)ccc2OC[C@@H](C)NC[C@H]1C,-16,-2,1,11,9,-1,.
CN(C)S(=O)(=O)c1cc(NC(=O)COC(=O)c2ccc3c(c2)OCO3)ccc1Cl,2,.,.,-17,16,.,.
COc1ccc(NC(=O)CS(=O)(=O)Cc2ccccc2)c([N+](=O)[O-])c1,.,-19,-1,-7,-4,13,0
O=C(Cc1c(F)cccc1Cl)Nc1nccs1,-3,0,0,0,-7,12,-6
O=C(O)/C=C/C(=O)N1CCN(c2cccc(Cl)c2)CC1,3,-3,0,22,18,-1,-4
COc1ccc(CC(=O)NCc2ccc(Cl)cc2)cc1S(=O)(=O)N1CCOCC1,5,8,0,-2,18,3,1
C[C@@H]1CN([C@@H](C)CO)C(=O)Cc2cc(NC(=O)Nc3ccccc3)ccc2O[C@@H]1CN(C)Cc1ccc(C(=O)Nc2ccccc2N)cc1,19,22,4,6,1,-13,0
COC(=O)c1ccccc1SCc1csc(C)n1,10,3,-6,-8,6,6,2
CC(=O)NC[C@H]1[C@@H](c2ccc(C#CC(C)C)cc2)[C@@H](CO)N1C(=O)C1CC1,.,4,-4,.,9,-2,0
CC(C)NC(=O)N(C)C[C@@H]1OCCCC[C@@H](C)Oc2ccc(NC(=O)Nc3ccc(C(F)(F)F)cc3)cc2C(=O)N([C@@H](C)CO)C[C@H]1C,49,-5,11,.,4,-9,-1
COc1cccc(C(=O)Nc2ccc3c(c2)OC[C@H](C)N(CCc2ccccc2)C[C@@H](C)[C@H](OC)CN(C)C3=O)c1,35,9,14,2,16,7,-1
NC(=O)c1ccc(NC(=O)CSc2nnc(-c3cccnc3)n2Cc2ccco2)cc1,-3,3,-1,11,-3,6,3
CC1(C(=O)NCc2ccc(Cl)cc2)CCN1C(=O)Cc1ccc(Cl)cc1Cl (stereo not given),3,-7,-3,.,-2,?,4
CNC(=O)c1c(NC(=O)CCS(=O)(=O)c2ccccc2)sc2c1CCN(C(=O)OC)C2,43,2,-1,0,7,13,-5
COCC(=O)N(C[C@@H]1[C@@H](c2ccccc2)[C@@H](CO)N1C(=O)NC(C)C)C(C)C,-3,-6,1,-3,19,-5,1
N#Cc1ccc(C(=O)N2CCC3CC2c2cc(N4CCCCC4)ccc23)cc1 (stereo not given),2,4,-4,.,3,7,1
CCCC(C)C(=O)OCC(=O)NCc1ccc(OC)c(OC)c1 (stereo not given),-14,3,-4,-6,3,5,2
C[C@@H]1CN([C@@H](C)CO)C(=O)c2c(c3ccccc3n2C)-c2ccccc2CO[C@@H]1CN(C)S(=O)(=O)c1ccc(C#N)cc1,.,2,5,17,15,0,0
Nc1nc(SCC(=O)Nc2cccc(F)c2)n[nH]1,-4,-7,-1,.,-4,-3,2
COC(=O)CCCCCCCCCCN1CCCCC1,-17,.,.,-14,8,.,.
CC(=O)c1ccc(S(=O)(=O)Nc2ccc(-c3cn4c(n3)SCC4)cc2)cc1,49,.,.,-1,1,.,.
COc1ccc(S(=O)(=O)Nc2cccc3c2O[C@@H](CN(C)Cc2ccc(C(=O)Nc4ccccc4N)cc2)[C@@H](C)CN([C@@H](C)CO)C3=O)cc1,.,40,6,7,1,-5,-1
CCS(=O)(=O)Nc1ccc2c(c1)C(=O)N(C)C[C@@H](OC)[C@H](C)CN(Cc1ccccn1)[C@@H](C)CO2,3,2,0,6,19,16,-1
COc1cc(OC)nc(NC(=O)C(C)C)n1,8,4,.,-1,-13,-1,0
O=C(CSCc1ccc(F)cc1)Nc1ccc(F)cc1,-13,-7,0,-3,14,-5,0
Cc1ccccc1S(=O)(=O)N1C[C@@H]2N[C@H](C1)C2c1ccc(-c2cccc(C(=O)N(C)C)c2)cc1 (stereo not given in full),10,-6,.,.,20,-3,.
Cc1cc(NC(=O)c2ccccc2)ccc1NC(=O)Cc1ccccc1,18,-7,-5,-1,-5,11,0
C[C@H](CO)N1C[C@H](C)[C@@H](CN(C)C(=O)CN(C)C)Oc2ncc(-c3ccc(C#N)cc3)cc2C1=O,.,-7,-5,-2,16,-7,-1
COc1ccc(CCN=c2c([N+](=O)[O-])nn(-c3cccc(C)c3)n2O)cc1OC,17,9,1,2,-15,6,-1
C1CSC2(N1)C1CC3CC2CC(C1)C31NCCS1 (stereo not given),.,.,-2,5,8,.,-3
CC(=O)Nc1cc(-c2ccc(N)cc2)cn2c(-c3cccc(C(F)(F)F)c3)cnc12,2,-5,.,.,-32,4,1
O=C(O)[C@H]1Cc2ccccc2CN1S(=O)(=O)c1ccc(F)cc1,12,-4,-5,0,-8,4,3
O=C(NCc1cccc(F)c1)c1noc2c1CCCC2,-24,-30,.,-3,-17,?,1
COc1ccc(C(=O)c2ccc(OC)c(OC)c2OC)cc1,-13,32,1,-1,-1,2,-2
Cc1ccc(-c2ocnc2C(=O)Nc2nc(C)cs2)cc1,-68,-64,-7,-7,-23,-4,-1
O=S(=O)(O)c1cccnc1SCc1ccccc1,-16,-11,-2,0,0,?,-1
CCc1cc(Br)ccc1NC(=S)NCCc1ccccc1,1,.,0,3,8,-3,0
Cc1c(NC(=O)c2cnc(Cl)c(Cl)c2)c(=O)n(-c2ccccc2)n1C,9,5,-3,1,-3,17,-2
Cc1noc(C)c1NC(=O)N(C)C[C@H]1Oc2ccc(NS(=O)(=O)c3ccc(Cl)cc3)cc2C(=O)N([C@H](C)CO)C[C@@H]1C,-8,-5,-2,8,10,-1,3
Cc1cc2occ(CC(=O)OCC(=O)Nc3sc4c(c3C#N)CCC(C)C4)c2cc1C (stereo not given),-9,-13,4,-21,.,7,1
Cc1ccc(N(C)c2nc(N)nc(N)c2N=O)cc1,0,18,0,.,10,1,24
CCOc1ccc(N=C2NC(=O)C(CC(=O)Nc3ccccc3)S2)cc1 (stereo not given),12,-3,-2,-1,-5,4,-4
CC/C(C)=N/N1C(=O)c2ccccc2NC1(C)CC (stereo not given),-3,7,-7,-8,-13,19,-6
COc1ccc(C(=O)NCc2ccccc2OC)cc1,.,.,-1,0,4,.,1
CCOc1ccc(NC(=S)N/N=C(\C)Cc2ccc(OC)cc2)cc1,15,-17,3,1,-8,0,-1
C[C@@H]1CN([C@@H](C)CO)C(=O)Cc2cc(NC(=O)Cc3ccccc3)ccc2O[C@H]1CN(C)CC1CCCCC1,40,17,10,13,10,-8,2
CC1CC(C)CN(C(=O)CSc2ncnc3sccc23)C1 (stereo not given),0,-11,2,-1,1,2,4
CN(c1ccccc1)S(=O)(=O)c1ccc(C(=O)NCC(c2ccco2)N2CCCCC2)cc1 (stereo not given),-6,7,-1,-4,15,2,0
Cc1c(/C(O)=C2/C(=O)C(=O)N(Cc3cccnc3)C2c2ccccn2)cnn1-c1ccccc1 (stereo not given),10,27,0,2,87*,1,2
Cc1ccc(S(=O)(=O)N2CCN(CCOc3ccccc3)CC2)cc1,-7,6,8,-1,-1,-1,2
COc1cccc(-c2csc(N3CCN(CC(=O)NNC(=O)c4ccc(Br)cc4)CC3)n2)c1,.,.,.,-13,1,.,1
C=CCn1nc(C(=O)Nc2ccc(OC)cc2)cc1-c1sc(NC(=O)c2ccccc2)nc1C,13,30,1,.,17,-2,0
COc1ccc(-c2nn(-c3ccccc3)cc2/C=N/Nc2ccc(S(N)(=O)=O)cc2[N+](=O)[O-])cc1OC,25,11,-1,4,-21,.,-2
CCN(CC)c1ccc(S(=O)(=O)N(CC)CC)cc1NC(=O)C1CCCC1,-21,12,-1,-7,9,3,-1
CC(=O)Nc1ccc(S(=O)(=O)NCCC(=O)OC(C)C(=O)NC2(C#N)CCCCC2)cc1 (stereo not given),-5,-3,1,-1,7,1,1
NC1=NN=C(c2ccc3c(c2)OCCO3)CS1,-11,36,15*,3,34,-8,1
C[C@@H]1CN([C@@H](C)CO)C(=O)c2cc(NC(=O)Cc3ccccc3)ccc2O[C@@H](C)CCCCO[C@@H]1CN(C)C(=O)Nc1ccccc1,-24,1,0,-8,-12,-3,0
C[C@@H]1CN([C@@H](C)CO)C(=O)c2cc(N(C)C)ccc2O[C@H]1CN(C)S(=O)(=O)c1cccs1,-4,2,-2,-3,-6,-7,-2
CC1CCCN(C(=O)Cn2c3ccccc3c3nc4n(c(=O)c32)CCS4)C1 (stereo not given),15,1,7,5,22,7,1
CC(C)(C)N(Cc1ccccc1)C(=O)COC(=O)Cn1[nH]c(=O)c2ccccc2c1=O,-3,6,.,.,-7,0,2

# Pulled by structure from above (four):
SMILES,PAX8 reporter,EWS-Fli block,SIRT5 block,ARNT TACC3 PPI,LGR2 antag,DENV2 CPE,CASP6 VEID inh
CCN(CC)c1ccc(S(=O)(=O)N(CC)CC)cc1NC(=O)C1CCCC1,-21,12,-1,-7,9,3,-1
C[C@@H]1CN([C@@H](C)CO)C(=O)c2cc(NC(=O)Cc3ccccc3)ccc2O[C@@H](C)CCCCO[C@@H]1CN(C)C(=O)Nc1ccccc1,-24,1,0,-8,-12,-3,0
CC(C)(C)N(Cc1ccccc1)C(=O)COC(=O)Cn1[nH]c(=O)c2ccccc2c1=O,-3,6,.,.,-7,0,2
CC1CCCN(C(=O)Cn2c3ccccc3c3nc4n(c(=O)c32)CCS4)C1 (stereo not given),15,1,7,5,22,7,1

# (continued)
SMILES,PAX8 reporter,EWS-Fli block,SIRT5 block,ARNT TACC3 PPI,LGR2 antag,DENV2 CPE,CASP6 VEID inh
COc1ccccc1NC(=O)Cn1cnc2c(nc3n2CCCCC3)c1=O,-3,0,-1,-3,3,2,0
CCOC(=O)c1c(N)ssc1=S,.,.,.,-4,-5,.,2
Cc1nc2c(C)cccc2cc1C(=O)N/N=C/c1ccc(N(C)C)cc1,.,1,-1,6,-19,-2,0
CCn1c(SCC(=O)NC2CCCC2)nc2c1c(=O)n(C)c(=O)n2C,-3,-1,.,-4,-8,1,0
CCC(Oc1ccccc1)C(=O)Nc1nnc(S(=O)(=O)N2CCCCC2)s1 (stereo not given),4,.,8,21,-6,1,4
CC(C)(C)OC(=O)C[C@@H]1C/C=C\C[C@H](CC(=O)N(CCO)Cc2ccccc2)C(=O)N2CCC[C@H]2COC1=O,9,-14,-2,0,-3,-16,2
O=C(NCCN1CCCC(O)C1)c1cc(COc2ccc(F)cc2Cl)on1 (stereo not given),-13,-5,24*,3,8,-1,.
CC(C)CN(C(=O)c1ccc2c(c1)OCO2)C1CCS(=O)(=O)C1 (stereo not given),2,-6,-3,-4,-2,8,0
CS(=O)(=O)c1ncc(Cl)c(C(=O)Nc2ccc3ccccc3c2)n1,89*,84*,0,.,.,0,3
O=C(Cn1ccc2ccccc2c1=O)NCC(=O)Nc1ccc(F)cc1F,6,0,-4,-5,0,-2,4
CCOC(=O)CC(NC(=O)Cn1nnc(-c2ccccc2F)n1)c1ccc(OC)cc1 (stereo not given),17,25,-2,-1,-4,-6,-2
Cc1ccc(S(=O)(=O)Nc2cccc3c2O[C@@H](CN(C)Cc2ccc4c(c2)OCO4)[C@H](C)CN([C@H](C)CO)C3=O)cc1,-34,2,4,-15,13,4,4
COC(=O)c1nn(-c2ccc(C)cc2)ccc1=O,14,-6,-1,-10,3,-3,.
O=C1c2ccccc2N(Cc2ccc(Cl)cc2)C2=NCCN12,-12,3,-4,-2,8,-6,-3
COc1ccccc1NC(=O)N(C)C[C@@H]1Oc2ncc(C#CCN(C)C)cc2C(=O)N([C@@H](C)CO)C[C@H]1C,.,-5,0,-6,9,1,13
COc1ccc(OC)c(C(=O)NC(CC(N)=O)c2ccc(NCCN3CCCC3)c([N+](=O)[O-])c2)c1 (stereo not given),-9,-2,.,-12,-4,-6,-4
COc1ccc(NC(=O)CCC(=O)c2ccc(F)cc2)cc1,-2,5,-1,-4,-9,?,-1

# Source: PubChem (Broad Institute)
